# FEN1 inhibitor – human FEN1 inhibition | Recombinant FEN1 flap cleavage, fluorescence, 15 min | Potency, µM (highest dose often 114 µM), without a hit: at the highest dose activity change, negative = inhibition, usual class: inhibitors | 0.35% of 390,000 active | AID 588795; note: nearly all actives have a fitted effect of over 65% in size
#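 Enzyme 10 nM, 15 min RT preincubation with compound; start with substrate 50 nM final; reads at 0 and 15 min; qHTS titration, four-parameter Hill fit.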
# N370S GC mod – inhibitors or activators of N370S glucocerebrosidase for Gaucher disease; 0.092% of 330,000 active; P04062; Potency, µM (series often up to 59.4 µM), inactives show at the top dose activity change, negative = inhibition, usual class: inhibitors; AID 2101; N370S GC spleen homogenate, 4MU-glucoside fluorescence;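 note: 0% = full enzyme activity and -100% = no enzyme basal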
# KAT2A inh – blocks human GCN5L2 histone acetyltransferase | 0.21% of 390,000 active | Potency, µM (series often up to 58.9 µM), for inactives: at the highest dose activity change, negative = inhibition, actives largely listed as inhibitors | GCN5L2 HAT assay, ThioGlo1 CoA-SH fluorescence | Q92830
# Target sequence (Q92830 whole entry, looked up): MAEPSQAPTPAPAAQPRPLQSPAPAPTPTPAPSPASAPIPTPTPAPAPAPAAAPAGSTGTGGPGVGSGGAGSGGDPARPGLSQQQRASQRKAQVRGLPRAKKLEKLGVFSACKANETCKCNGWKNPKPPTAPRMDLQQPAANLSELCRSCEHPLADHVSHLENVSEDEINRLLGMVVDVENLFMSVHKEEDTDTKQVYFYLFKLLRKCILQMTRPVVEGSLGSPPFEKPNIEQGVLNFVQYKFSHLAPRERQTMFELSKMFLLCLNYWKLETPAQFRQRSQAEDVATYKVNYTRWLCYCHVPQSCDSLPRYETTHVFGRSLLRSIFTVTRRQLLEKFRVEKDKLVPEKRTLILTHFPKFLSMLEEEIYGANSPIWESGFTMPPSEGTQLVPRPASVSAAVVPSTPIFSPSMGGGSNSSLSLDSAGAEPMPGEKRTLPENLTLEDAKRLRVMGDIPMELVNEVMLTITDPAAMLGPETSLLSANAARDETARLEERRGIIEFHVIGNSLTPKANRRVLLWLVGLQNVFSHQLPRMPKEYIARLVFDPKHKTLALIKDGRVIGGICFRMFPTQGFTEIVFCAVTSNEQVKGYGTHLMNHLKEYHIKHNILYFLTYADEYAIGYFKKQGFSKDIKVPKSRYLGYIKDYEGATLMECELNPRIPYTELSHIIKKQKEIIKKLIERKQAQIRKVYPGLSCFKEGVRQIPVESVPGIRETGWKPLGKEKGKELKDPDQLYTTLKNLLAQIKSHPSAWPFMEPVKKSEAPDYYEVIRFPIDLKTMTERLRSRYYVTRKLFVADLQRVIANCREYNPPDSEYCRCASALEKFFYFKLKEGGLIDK
#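 GCN5L2 (20 nM) in 50mM HEPES pH 7.5, 0.1mM EDTA, 0.01% Tween-20 preincubated 15 min with compounds at room temperature. Reaction started with H3(1-25) 75uM, acetyl-CoA 70uM, ThioGlo1 50uM; CoA-thiol fluorescence (Ex340/Em540) read at 0 and 20 min.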
# The depositor's hits bear a star; ? = inconclusive; · = no result given; & = joins results of further samples; [ ] = remark or other dose. Calls come from the whole dose curve; as a rule, active = well fitted curve in the direction sought with a large enough effect; inconclusive = small, poorly fitted or top-dose-only effect, or another doubt; inactive = no such curve, though single readings can be large; an effect the other way counts as inactive or inconclusive. Unless noted, % is set by controls: 0 for no effect and ±100 for the full control effect; potency is the fitted concentration of half-maximal effect. These rows are one share of the data; count on the stated rates, not on these rows.
SMILES,FEN1 inhibitor,N370S GC mod,KAT2A inh
CN(C)/C=C(\C#N)C(=O)N/N=C/c1ccc(F)cc1,-4%,-3%,-7%
O=C(Nc1cccc(Cl)c1N1CCCCC1)c1ccc(N2CCOCC2)c([N+](=O)[O-])c1,-3%,-1%,-2%
CCN1CCc2c(sc(NC(=O)c3ccc(S(=O)(=O)N4CCCCCC4)cc3)c2C(=O)NC)C1,-15%,-21%,-4%
CCOc1ccccc1NC(=O)CN(c1cc(C)cc(C)c1)S(=O)(=O)c1c(C)nn(C)c1C,-3%,·,-18%
CCCC(=O)N/C(N)=N/c1nc(C)c2cc(C)ccc2n1,-16%,1%,-1%
CC(=O)N/N=C(\C)CC(=O)NC(C)(C)C,-3%,-12%,-11%
COc1ccc(SCC(CC(C)C)N2CCN(CCc3ccccc3)CCC2=O)cc1 (stereo unspecified),-21%,-3%,·
Cc1cc(C)c(C(N)=O)c(SCC(=O)c2ccc(Cl)cc2)n1,5%,4%,-12%
CCN(CC)S(=O)(=O)c1ccc2c(c1)nc(CN(C)C(=O)Nc1ccc(C)c(Cl)c1)n2C,11%,·,-6%
CCCCOc1ccc(CNC(=O)Cc2ccc(NC(=O)N3CCCCc4ccccc43)cc2)cc1,-15%,·,-17%
O=C(COC(=O)c1cc(Cl)cc(Cl)c1)NCc1ccco1,-12%,·,-16%
Nc1ccc(C23CC4CC(CC(C4)C2)C3)cc1,0%,17%,-10%
Cc1cc(C)c(-c2n[nH]c3c2C(c2ccccc2F)N(CCO)C3=O)c(O)c1 (stereo unspecified),-6%,·,-2%
COc1ccc(/C=C2\SC(=S)N(c3cccnc3)C2=O)cc1,20%,5%,6%
CC(=O)OC(C(=O)Nc1ccccc1)C(C)S(=O)(=O)c1ccccc1 (stereo unspecified),7%,7%,0%
COc1ccc(N2CC(NC(=O)c3ccc(S(=O)(=O)N4CCOCC4)cc3)CC2=O)cc1OC (stereo unspecified),-10%,·,3%
COc1ccccc1CNCc1cc(Br)ccc1OC,-1%,-4%,3%
COc1ccccc1-c1coc2c(CN(C)C)c(O)ccc2c1=O,?,?,?
CCN1CCN(C2=CC3=CC(=C(C#N)C#N)CCC3CC2)CC1 (stereo unspecified),-29%,-7%,-2%
Cc1ccc(C)c(NC(=O)C(=O)NCC(c2cccnc2)N2CCN(c3ccc(F)cc3)CC2)c1 (stereo unspecified),-4%,·,-1%
Cc1nc(NC(=S)NC(=O)COc2ccccc2Cl)ccc1Br,0%,9%,0%
COc1cc([C@@H]2CC=C(C(=O)O)[C@H](c3ccc(F)cc3)N2S(=O)(=O)c2ccc(C)cc2)cc(OC)c1OC,-1%,-14%,-5%
CC1CCN(c2nn3c(=O)c(C(=O)NC(C)C)cnc3s2)CC1,24%,·,-19%
O=C(Nc1ccc(NC(=O)C2CC2)cn1)c1ccccc1Cl,-4%,-1%,-19%
O=C(Cn1cnc2ccc(Cl)cc2c1=O)NC1CCS(=O)(=O)C1 (stereo unspecified),0%,-9%,?
# (cont.)
SMILES,FEN1 inhibitor,N370S GC mod,KAT2A inh
Cc1sc(N/N=C/c2cccnc2)nc1-c1ccc(Cl)cc1,4%,-10%,-4%
O=C(NCCCN1CCOCC1)/C(=C/c1cccs1)NC(=O)c1ccccc1,2%,0%,-3%
COC(=O)c1sccc1NC(=O)CSc1nnnn1-c1ccccc1C,-1%,23%,-17%
CCc1nnc(NC(=O)CCC(=O)N2CCN(c3cc(Cl)ccc3C)CC2)s1,4%,-8%,-9%
C[C@@H]1C(=O)O[C@@H]2C[C@]34[C@H]5C[C@@H](C(C)(C)C)[C@@]36[C@@H](OC(=O)[C@@H]6O)O[C@@]4(C(=O)O5)[C@@]12O,·,13%[21.6 µM],10%[21.4 µM]
CCCS(=O)(=O)c1nc(S(=O)(=O)c2ccc(C)cc2)c(NCCCN2CCOCC2)s1,0%,-19%,-1%
COc1cccc(NC(=O)Cn2nnc(-c3ccccc3N)n2)c1,7%,1%,-6%
CN1CCN(S(=O)(=O)c2ccc(NC(=O)C(C)(C)C)cc2)CC1,0%,-1%,?
CCCC[C@H](CC(=O)c1ccccc1)[C@@H](OC(C)=O)C(=O)Oc1c(C(C)C)cccc1C(C)C,-18%,·,-6%
O=C(N/N=C/c1cccs1)c1cc(-c2ccncc2)nc2ccccc12,-1%,-1%,-4%
O=C(CN1CC[n+]2c(-c3cccs3)csc21)c1ccc(Br)cc1,10%,6%,-11%
O=C(O)c1cccnc1SC1CC(=O)N(c2ccccc2)C1=O (stereo unspecified),-14%,-5%,-16%
O=C(CCN1C(=O)c2ccccc2C1=O)NCc1cccc(Cl)c1,-3%,-20%,0%
Cc1ccc(N(CC(=O)NC2CCCC2)C(=O)c2nsc(Cl)c2Cl)cc1,-9%,-4%,-3%
COC(=O)[C@@]12CCCCN1[C@H](c1ccc(-c3ccc(OC)cc3)c(OC)c1)[C@@H]1C(=O)N(C)C(=O)[C@@H]12,-23%,1%,-15%
CCCCN(C(=O)c1cnc(C)cn1)c1c(N)n(CCC)c(=O)[nH]c1=O,10%,·,0%
CC1=C(C(=O)O)N2C(=O)C(NC(=O)c3ccn(C)n3)C2SC1 (stereo unspecified),-1%,5%,-8%
COc1ccc(-c2nnc(SCC(=O)Nc3cccc(Cl)c3)o2)cc1,-6%,7%,6%
COc1ccc(C(=O)Nc2ccc(-c3cc4ccccc4oc3=O)c(C)c2)cc1Br,7%,·,-5%
CSc1nn(Cc2cccc(C)c2)c(N)c1S(=O)(=O)c1ccccc1,12%,·,-10%
COc1ccc(CNC(=O)c2ccc(Br)cc2)cc1,·,14%,0%
N#CC1C(=O)NC(N2CCN(c3ccccc3)CC2)=NC12CCCCC2 (stereo unspecified),6%,3%,9%
Cc1csc(SCCn2c(N3CCCC3)nc3c2c(=O)[nH]c(=O)n3C)n1,-3%,26%,9%
Cc1ccc(Cl)cc1N1CCN(c2ncnc3onc(-c4ccc(F)cc4)c23)CC1,17%,·,-11%
CC(=O)OCC1=C(C(=O)O)N2C(=O)[C@@H](NC(=O)CSc3ccncc3)[C@H]2SC1,-7%,2%&7%,-3%
# Carrying on:
SMILES,FEN1 inhibitor,N370S GC mod,KAT2A inh
CC(C)(C)n1nc(C2CC2)cc1NC(=O)Nc1ccc(Cl)cc1,38%[activator],-5%,-2%
Clc1nc(Nc2ccccc2)nc(Nc2ccccc2)n1,1%,17%,2%
Cc1cc(S(=O)(=O)NCC(C)C)ccc1OCC(=O)N1CCOCC1,8%,3%,0%
CCOC(=O)CNC(=O)Cn1cnc2c(nnn2-c2ccc(OC)cc2)c1=O,-19%,-3%,-6%
CCn1cc(CN2CCCC(C(=O)Nc3cccc(-n4cccn4)c3)C2)c(C)n1 (stereo unspecified),15%,-1%,-2%
O=C(Cn1cnc2ccccc21)N/N=C/c1cccs1,-7%,6%,-2%
CCc1nc2ccc(C(=O)NCCc3ccc(SC)cc3)cc2nc1CC,2%,·,-3%
C[C@@H]1O[C@H](O[C@@H]2[C@@H](Oc3cc(O)c4c(c3)O[C@H](c3ccc(O)cc3)CC4=O)O[C@@H](CO)[C@@H](O)[C@H]2O)[C@@H](O)[C@H](O)[C@@H]1O,·,3%[21.6 µM],4%[21.4 µM]
CCc1cc2c(=O)c(-c3ccc4c(c3)OCCO4)coc2cc1OC(=O)c1ccco1,-9%,5%,1%
O=C(NCc1ccccc1)c1ccc(OC2CSC2)cc1,-2%,-18%,-14%
COc1ccc(-c2nc(CS(=O)CC(=O)N3CCCC3)c(C)o2)cc1 (stereo unspecified),1%,4%,1%
COc1cc(-c2cc3n(C)c(C)c(CCC(=O)Nc4ccc(F)cc4)c(=O)n3n2)cc(OC)c1OC,2%,·,-1%
Cc1ccc(OCC(=O)N(Cc2ccco2)c2ccccn2)cc1,18%,·,-3%
O=C(COc1cccnc1[N+](=O)[O-])Nc1ncc(Cl)cc1Cl,-35%,·,?
CCOC(=O)CSC1=Nc2ccccc2C2=NC(CC(=O)NCc3ccccc3)C(=O)N12 (stereo unspecified),6%,3%,-2%
CCOC(=O)C1=C(CN2CCN(CCC#N)CC2)NC(=O)NC1c1ccc2c(c1)OCO2 (stereo unspecified),-1%,3%,-4%
O=C(NNC(=S)NC1CCCCC1)c1ccc2c(c1)OCO2,-4%,2%,25%
COCCNC(=O)[C@H](CSCc1ccccc1)N1Cc2ccccc2C1=O,-3%,0%,-4%
COc1ccc(NC(=O)Nc2ccc(OC)c(OC)c2)c([N+](=O)[O-])c1,6%,0%,-5%
O=C(O)CCn1cc(/C=C2\SC(=S)NC2=O)c(-c2ccccc2)n1,-1%,-11%,-6%
Cc1cc(C)n(CC(=O)n2c3ccccc3c3ccccc32)n1,1%,-1%,-5%
CS(=O)(=O)Nc1cccc(C2=NN(S(=O)(=O)c3ccccc3)C(c3cccs3)C2)c1 (stereo unspecified),-1%,5%,2%
O=C(O)c1ccc(/C=C2\SC(=S)N(NC(=O)c3ccccc3)C2=O)cc1,-3%,-20%,1%
Cc1ccc(N2CC(C(=O)OCc3nnc(-c4ccccc4)o3)CC2=O)cc1 (stereo unspecified),-12%,0%,-9%
COC(=O)c1cc(=O)n(C2CC2)c(=NC2CC2)s1,4%,-1%,5%
# Remaining list, next part.
SMILES,FEN1 inhibitor,N370S GC mod,KAT2A inh
CCCCNC(=O)c1ccc(CS(=O)(=O)c2ccc(OC)cc2)o1,3%,3%,-3%
COc1ccc(CCN=C(N)NS(=O)(=O)c2ccc(C)cc2)cc1,-6%,11%,-5%
O=C(CCc1nc2ccccc2[nH]1)Nc1ccccc1,-3%,-4%,5%
CCCCSc1nnc([C@@H]2CCCN2C(=O)OC(C)(C)C)o1,-4%,-5%,2%
O=C(O)CCC(=O)Nc1ccc(OCC(=O)O)cc1,3%,-17%,-6%
C=CCOc1ccc(C(=O)CC)cc1OC,9%,-13%,0%
O=C1c2ccccc2NC2CCCCC12 (stereo unspecified),5%,6%,-1%
Cc1cccn2c(=O)c(C(=O)NCc3cccc(F)c3)cnc12,0%,·,-1%
O=C(Cn1c(-c2ccccc2)noc1=O)Nc1ccc(N2CCCCCC2)cc1,-7%,-2%,?
Cc1cc(NC(=O)c2cccc(S(=O)(=O)N3CCOCC3)c2)c2ccccc2n1,24%,-1%,-1%
COc1ccc2cc(CCNC(=O)c3ccc(Br)o3)c(=O)[nH]c2c1,-12%,3%,2%
CC(=O)Nc1ccc(C(=O)NC(C)c2ccc(-n3ccnc3)cc2)cc1 (stereo unspecified),-1%,-4%,-5%
COc1ccc(-c2cc3ccccc3oc2=O)cc1NC(=O)c1cccnc1,-3%,7%,-3%
COc1cc(C2NC(=O)NC(C)=C2C(=O)OC(C)(C)C)ccc1OCC(=O)O (stereo unspecified),1%,0%,·
COc1ccc(OC)c(N(CC(=O)NC2CCCCCC2)S(=O)(=O)c2ccc(C)cc2)c1,3%,-6%,-14%
CC(=O)N1CCc2cc(S(=O)(=O)CCC(=O)N3CCN(c4cc(C)ccc4C)CC3)ccc21,-12%,-7%,-4%

# Three compounds out of the list above, ordered by the number in N370S GC mod, rising.
SMILES,FEN1 inhibitor,N370S GC mod,KAT2A inh
C=CCOc1ccc(C(=O)CC)cc1OC,9%,-13%,0%
CCCCSc1nnc([C@@H]2CCCN2C(=O)OC(C)(C)C)o1,-4%,-5%,2%
O=C(Cn1c(-c2ccccc2)noc1=O)Nc1ccc(N2CCCCCC2)cc1,-7%,-2%,?

# Among those listed so far, eleven have two or more sulfur atoms.
SMILES,FEN1 inhibitor,N370S GC mod,KAT2A inh
CCN1CCc2c(sc(NC(=O)c3ccc(S(=O)(=O)N4CCCCCC4)cc3)c2C(=O)NC)C1,-15%,-21%,-4%
COc1ccc(/C=C2\SC(=S)N(c3cccnc3)C2=O)cc1,20%,5%,6%
COC(=O)c1sccc1NC(=O)CSc1nnnn1-c1ccccc1C,-1%,23%,-17%
CCCS(=O)(=O)c1nc(S(=O)(=O)c2ccc(C)cc2)c(NCCCN2CCOCC2)s1,0%,-19%,-1%
O=C(CN1CC[n+]2c(-c3cccs3)csc21)c1ccc(Br)cc1,10%,6%,-11%
CSc1nn(Cc2cccc(C)c2)c(N)c1S(=O)(=O)c1ccccc1,12%,·,-10%
Cc1csc(SCCn2c(N3CCCC3)nc3c2c(=O)[nH]c(=O)n3C)n1,-3%,26%,9%
CC(=O)OCC1=C(C(=O)O)N2C(=O)[C@@H](NC(=O)CSc3ccncc3)[C@H]2SC1,-7%,2%&7%,-3%
O=C(O)CCn1cc(/C=C2\SC(=S)NC2=O)c(-c2ccccc2)n1,-1%,-11%,-6%
CS(=O)(=O)Nc1cccc(C2=NN(S(=O)(=O)c3ccccc3)C(c3cccs3)C2)c1 (stereo unspecified),-1%,5%,2%
O=C(O)c1ccc(/C=C2\SC(=S)N(NC(=O)c3ccccc3)C2=O)cc1,-3%,-20%,1%

# Bioassay records: PubChem, National Center for Advancing Translational Sciences (NCATS)
